Screening results: PubChem, several laboratories
CaV13 FRET inh = Primary screen for inhibitors of IQ motif and Ca2+-dependent inactivation inhibitor domain binding in CACNA1D, Förster resonance energy transfer in living cells, …. HEK cells, CFP/YFP FRET ICDI-IQ, plate reader, 10 min; percent FRET-ratio fall versus neutral wells. inhibition, % at 12.3 µM. 340,000 tested, 0.098% active. AID 743397;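 active = mean replicate inhibition of at least 30% and at least 1% of replicates passing that level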;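 also: 0% = median of the neutral control wells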
Cardio protect = protects H9c2 cardiomyocytes from peroxide injury; 360,000 tested, 0.63% active; protection from H2O2 cell death, % at 20 µM; H2O2 injury protection, ATPLite, 2 h;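 active = compounds giving at least 50% protection of heart cells from peroxide-induced death in the single-dose screen, raw or plate-pattern-corrected value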;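 also: 0% = DMSO wells with peroxide and 100% = DMSO wells without peroxide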
HTR2A ag = activates the mouse 5-HT2A serotonin receptor; CHO-K1 mHTR2A beta-arrestin complementation, luminescence; percent of 30 µM serotonin response; 360,000 tested, 0.66% active; P35363; activation, % at 7.6 µM;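 active = activation above a run cutoff, the mean activation of all tested compounds plus 3 SD, cut at about 14% in these data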;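 also: 0% = plate median of compound wells and 100% = 30 µM serotonin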
N-glyco inh = blocks N-linked glycosylation in D54 reporter cells. D54 ERlucT glycosylation luciferase reporter, 24 h; percent of 100 nM tunicamycin response. reporter increase, % at 12.5 µM. 360,000 tested, 0.23% active;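 active = mean luciferase reporter signal, scaled so untreated is 0 and the glycosylation-blocking control 100, at or above a set limit in every replicate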;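 also: luciferase carries N-glycosylation sites so blocking glycosylation raises the light; 0% = median of neutral control wells and 100% = median of 100 nM tunicamycin wells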
ABCB6 inh 2 = blocks the human ABCB6 transporter | K562-ABCB6 porphyrin accumulation, flow cytometry, 1 h; hits give low values | fluorescence ratio to DMSO, % at 10 µM | 360,000 tested, 0.19% active | AID 602162;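 active = fluorescence ratio to DMSO below 75%, the collection mean minus 3 SD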;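 also: signal is porphyrin accumulated inside mitochondria; 100% equals median channel fluorescence of DMSO control wells; lower ratio means ABCB6 inhibition with less porphyrin fluorescence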
MC4R barr agon = activates human MC4R beta-arrestin recruitment | P32245 | U2OS MC4R beta-arrestin complementation, luminescence; percent of melanotan II response, DMSO zero | activation, % at 8.9 µM | 360,000 tested, 0.98% active;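 active = activation above a per-plate cutoff, the mean activation of sample wells on that plate plus 3 SD, cut at about 8% in these data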
Granule exo inh = lytic granule exocytosis inhibition. TALL-104 LAMP-1 surface exposure, flow cytometry; cells stimulated with thapsigargin and PMA. inhibition, % at 10 µM. 360,000 tested, 0.66% active. AID 651702;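 active = inhibition above about 55%, limit read from the data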
ABHD5-PLIN5 inh = inhibitors of human ABHD5-perilipin-5 interaction | Split G. princeps luciferase complementation, luminescence, 4 h | inhibition, % at 4 µM | 360,000 tested, 0.78% active | AID 602281;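 active = inhibition above the mean inhibition across every tested compound plus 3 SD, cut at about 22% in these data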;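 also: 0% = DMSO only wells and the 100% control is not disclosed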
Target sequence (Q00G26 whole entry, looked up): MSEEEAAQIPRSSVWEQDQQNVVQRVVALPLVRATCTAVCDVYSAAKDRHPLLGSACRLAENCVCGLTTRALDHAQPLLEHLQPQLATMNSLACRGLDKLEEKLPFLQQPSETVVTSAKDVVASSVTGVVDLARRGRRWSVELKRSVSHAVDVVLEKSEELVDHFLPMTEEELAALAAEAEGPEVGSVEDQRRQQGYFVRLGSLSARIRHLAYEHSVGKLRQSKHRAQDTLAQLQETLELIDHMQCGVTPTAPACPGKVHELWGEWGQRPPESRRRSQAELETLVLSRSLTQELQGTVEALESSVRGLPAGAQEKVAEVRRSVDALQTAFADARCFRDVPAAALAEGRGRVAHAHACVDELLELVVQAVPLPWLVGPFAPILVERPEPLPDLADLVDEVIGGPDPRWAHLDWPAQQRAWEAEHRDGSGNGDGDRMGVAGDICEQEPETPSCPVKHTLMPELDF
Target sequence (Q8WTS1 whole entry, looked up): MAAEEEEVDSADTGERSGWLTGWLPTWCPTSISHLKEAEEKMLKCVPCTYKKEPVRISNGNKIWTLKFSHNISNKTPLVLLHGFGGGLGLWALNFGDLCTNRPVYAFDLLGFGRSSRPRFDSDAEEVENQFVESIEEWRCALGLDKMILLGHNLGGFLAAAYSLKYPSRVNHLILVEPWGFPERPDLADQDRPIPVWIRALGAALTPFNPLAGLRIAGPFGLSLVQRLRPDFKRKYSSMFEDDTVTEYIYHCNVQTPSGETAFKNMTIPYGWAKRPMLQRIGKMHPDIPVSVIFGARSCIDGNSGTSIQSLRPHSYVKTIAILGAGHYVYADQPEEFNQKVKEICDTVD
MC4R antagonist = blocks human MC4R cAMP signaling | P32245 | MC4R-expressing cells, MTII-stimulated cAMP, LANCE TR-FRET | inhibition, % at 6.5 µM | 360,000 tested, 0.48% active;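 active = inhibition above its plate's cutoff, the mean of tested wells on that plate plus 3 SD, cut at about 29% in these data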;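 also: 0% = Melanotan II alone and 100% = Melanotan II plus saturating MCL0020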
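system = U2OS cells with stable human MC4R expression | also added = Melanotan II challenge after compound preincubation | dosing = one concentration, 6.5 µM nominal | incubation = compound 30 min, challenge 1 h, detection 1 h | measured by = TR-FRET with Eu-cAMP and labeled anti-cAMP, 671 nm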
PDI inh = PDI (human) enzyme inhibition. 350,000 tested, 0.052% active. P07237. PDI insulin aggregation turbidity, A650, 90 min. inhibition, % at 10 µM;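 active = mean inhibition across replicates of 30% or more, whatever share of single replicates reach that level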;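 also: absorbance from insulin aggregation driven by PDI reduction with DTT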
An asterisk follows results filed as active; · = not tested or not shown.

Results follow in this order: CaV13 FRET inh, Cardio protect, HTR2A ag, N-glyco inh, ABCB6 inh 2, MC4R barr agon, Granule exo inh, ABHD5-PLIN5 inh, MC4R antagonist, PDI inh
COCCNC(=O)C1(C)CCCN(Cc2cccc(OC(=O)c3ccccc3)c2)C1 (centres undefined)
    -6, -2, -4, 1, 98, -0.5, 2, -2, -5, 6
CC(C)C1NCCc2c1sc1ccccc21 (centres undefined)
    -20, -6, -2, 1, 96, -1.9, -1, -9, -1, 11
COc1ccc(OCC(O)Cn2c(Nc3ccccc3)nc3c2c(=O)n(C)c(=O)n3C)cc1 (centres undefined)
    ·, 25, -4, -1, 97, 0.3, 4, 8, 7, -6
CC1CC(C)(C)CC2(C1)NC(=O)N(CC(=O)N1CCN(S(=O)(=O)c3cccc(Cl)c3Cl)CC1)C2=O (centres undefined)
    -6, 2, 4, 1, 101, -0.6, 0, 0, 6, 2
CCC(=O)NNc1ncnc2c1cnn2-c1cccc(C)c1
    5, 4, 1, 2, 99, 1.0, -2, -7, 13, 0
COc1ccc(CCNC(=O)CCc2nnc(Cc3ccc4c(c3)OCO4)o2)cc1
    -5, -10, -2, 0, 99, -1.5, 1, -2, -1, 3
COc1ccc(CC2(CO)CCN(Cc3ccc4c(c3)CCO4)CC2)cc1
    -6, 9, -4, 0, 101, 0.3, 3, 10, -10, 9
COc1ccccc1Nc1ccc(NC(=O)c2cccc([N+](=O)[O-])c2C)cc1
    -19, -6, -18, -1, 95, -1.7, 23, -7, 9, 14
CC1CCN(C(C(=O)Nc2ccc(C(C)C)cc2)c2ccc3c(c2)OCO3)CC1 (centres undefined)
    -6, -32, -2, -6, 104, 2.8, 6, -21, 6, -6
COc1cccc(C(=O)OCC(=O)c2[nH]c(C)c(C(C)=O)c2C)c1
    -2, -23, 4, -1, 95, -2.7, -2, -5, 4, 9
COc1cccc(NC(=O)[C@H](Cc2c[nH]c3ccccc23)NC(=O)[C@@H]2Cc3ccccc3CN2)c1
    ·, -2, 2, -12, 97, -0.1, 5, -6, 19, ·
CC(C)CCNC(=O)CSc1nnc(-c2ccc(S(=O)(=O)N3CCCC3)cc2)n1C
    -6, 2, -1, 1, 101, 0.3, 0, 3, 11, 7
c1coc(CSCc2cn3cccnc3n2)c1
    ·, 16, 1, 4, 97, -0.8, 1, 2, -3, 7
Cc1nnc(SCc2c(Cl)cccc2Cl)s1
    -4, -2, 2, -3, 104, 0.2, -2, 7, -3, 9
CC[N+]1(CC)CC2=Cc3c(ccc4ccccc34)CC2C1 (centres undefined)
    -4, 10, -1, 1, 104, -0.4, -5, 2, 1, -6
CCC(C)c1ccccc1NC(=O)c1[nH]c(C)c(C(C)=O)c1C (centres undefined)
    -7, 5, -2, 0, 86, -0.7, -12, -1, 9, 7
COc1ccc(NN=Nc2ccc([N+](=O)[O-])cc2)cc1
    -4, -6, 3, -1, 100, 2.3, 13, -3, 3, 12
CC(=O)C1=C(O)C(=O)N(c2ccc(Br)cc2)C1c1ccc(Br)cc1 (centres undefined)
    -21, -3, -1, 0, 99, 1.4, 20, -18, 14, -7
O=C(NC(=O)c1cccc(F)c1)OC[C@@H]1CCCN2CCCC[C@H]12
    -6, 12, 1, 0, 104, 0.0, -9, 5, 1, 15
COc1cccc(CC(=O)Nc2ccc3c(c2)OC2(CCCC2)O3)c1
    -3, -8, -7, -2, 93, -1.7, 19, 3, 10, 4

2 consecutive compounds from above:
Results follow in this order: CaV13 FRET inh, Cardio protect, HTR2A ag, N-glyco inh, ABCB6 inh 2, MC4R barr agon, Granule exo inh, ABHD5-PLIN5 inh, MC4R antagonist, PDI inh
COCCNC(=O)C1(C)CCCN(Cc2cccc(OC(=O)c3ccccc3)c2)C1 (centres undefined)
    -6, -2, -4, 1, 98, -0.5, 2, -2, -5, 6
CC(C)C1NCCc2c1sc1ccccc21 (centres undefined)
    -20, -6, -2, 1, 96, -1.9, -1, -9, -1, 11

Other structures.
Results follow in this order: CaV13 FRET inh, Cardio protect, HTR2A ag, N-glyco inh, ABCB6 inh 2, MC4R barr agon, Granule exo inh, ABHD5-PLIN5 inh, MC4R antagonist, PDI inh
CCc1ccccc1NC(=O)N[C@@H](C)C(=O)OC
    ·, 6, 0, -1, 100, 2.3, 0, -5, 11, 1
CCOCCCN1C(=O)CN(C2CCC(C)CC2)C(=O)C1c1ccc(C)cc1 (centres undefined)
    -2, -2, -2, -2, 99, -0.4, -1, -3, 26, 5
CCn1c(CNC(=O)c2ccc(OC)cc2)nnc1SC
    -6, 1, -4, 2, 90, -0.4, -3, -8, 1, -3
C[C@@H]1CN(C2CCN(Cc3nc(CC4CC4)no3)CC2)C[C@H](C)O1
    5, -3, 3, 1, 98, -1.6, 1, 0, -2, 1
CCN(CCO)Cc1csc2ccc(Br)cc12
    ·, 1, 0, -1, 100, 0.3, -5, 8, 13, 4
Cc1ccc(C(=O)C(C)OC(=O)c2n[nH]c(=O)c3ccccc23)cc1 (centres undefined)
    ·, 20, 1, 2, 99, 2.4, -3, -11, 11, -4
COc1ccc(NC2=NC(C)(CO)CS2)cc1 (centres undefined)
    -13, 2, 1, 3, 97, -0.6, -1, -13, 9, 8
c1ccc(CN(Cc2ccccc2)c2ncnc3c2nnn3Cc2ccccc2)cc1
    -16, -7, 6, -8, 102, 0.9, 3, -1, 15, -5
CC(=O)c1cccc(NC(=O)CCN2C(=O)C3CC=CCC3C2=O)c1 (centres undefined)
    -2, -3, 2, 0, 97, -0.7, 9, 7, 13, -3
Cc1ccc2c(c1)CCCN2C(=O)C1CCCO1 (centres undefined)
    -8, 4, 0, 0, 104, 0.5, 0, -4, 23, 0
CC(=NCCc1ccccc1)C1=C(O)C(c2ccccc2)OC1=O (centres undefined)
    6, 10, -4, 5, 101, 1.4, 1, -1, 3, -14
COC(=O)c1ccc(NC(=O)CN2CCN(c3ccccn3)CC2)cc1
    -17, 4, 9, 2, 103, -0.6, -1, 0, 8, -1
CCCNS(=O)(=O)c1cc2c3c(c1)CCN3C(=O)CC2
    -2, 5, 7, 4, 90, -2.3, -1, 6, 7, 2
CC(C)n1cc(NC(=O)COc2ccccc2Cl)cn1
    -4, 5, 1, -3, 101, -1.4, -3, -10, 6, 0
O=C(CCN1C(=O)C2C3C=CC(C3)C2C1=O)NC1CCCc2ccccc21 (centres undefined)
    -4, -10, 4, -2, 96, -0.8, -4, 3, 7, 2
COc1cc(C(=O)NCCCN2CCCC2=O)cc(Br)c1OCc1ccccc1
    -6, 12, -5, 1, 96, -0.1, 0, -1, -6, -3
COc1ccc(CCN2C(=O)COc3ccccc3C2C(=O)NCc2ccccc2)cc1OC (centres undefined)
    0, ·, -1, ·, 92, ·, 13, -2, ·, ·
OC[C@@H]1CN(Cc2ccco2)C[C@H](n2cnc3c(N4CCOCC4)ncnc32)O1
    -2, -5, 2, 1, 98, 3.5, 0, -3, 11, -8
CC(NC(=O)C(C)N1C(=O)c2ccccc2C1=O)c1ccccc1 (centres undefined)
    -1, 5, 1, 2, 96, -0.4, -15, 1, 7, 4
COc1ccc(Br)c(Cn2c(C)c(C(=O)NCc3ccc4c(c3)OCCO4)sc2=O)c1
    47*, 0, 4, -5, 100, -0.3, -4, 0, 2, -7
O=C(NC1CCCC1)c1cccc2c1C(=O)c1ccc(N3CCCCC3)cc1S2(=O)=O
    -32, 8, -4, 2, 89, 0.3, 10, 9, -3, -2
CCN(CC)CCCNc1nc2cc(OC)c(OC)cc2c2nc(-c3ccccc3)nn12
    -5, -2, 0, 41*, 96, -0.3, 16, 16, -5, -3
O=C(NCC(=O)N(c1cccnc1)C(C(=O)NC1CCCCC1)c1ccccc1F)c1ccco1 (centres undefined)
    -2, -1, 7, 0, 98, -0.6, -3, 10, 8, 3
O=C(Cn1cnc2c(nnn2Cc2ccc(F)cc2)c1=O)Nc1ccc2c(c1)OCCO2
    -2, 3, -3, -2, 98, -1.8, -5, 2, 13, 5
CCN1/C(=C/c2ccc3cc(C)ccc3[n+]2CC)Sc2ccccc21
    -65, -36, -8, 0, ·, 0.5, 45, 23*, -34, -4
COc1ccc(-c2nc3ccccc3n2OC(C)C(=O)O)cc1 (centres undefined)
    -5, -9, -1, 2, 91, -3.6, 11, -4, 8, 3
CCOC(=O)C1CCN(C(=O)c2ccccc2NC(C)=O)CC1
    ·, -10, 1, 0, 110, -1.6, 0, -1, 5, 1
CCc1ccc(CN2CCC(n3nccc3NC(=O)C3CCCC3)CC2)cc1
    -9, -10, -4, -3, 95, -0.3, 7, -6, -3, 4
O=C(CN1CCC(C(=O)c2ccc(Cl)cc2)CC1)Nc1ccc2c(c1)OCCO2
    -3, -12, -4, -1, 91, -0.5, -2, 3, 3, -13
CC1CCC/C(=N\NC(=O)Nc2ccccc2)C1 (centres undefined)
    -2, 1, -3, 2, 107, -0.8, 0, -1, 23, -5
C/C(=N/NC(=O)CNC(=O)Cc1ccccc1)c1ccco1
    -4, 6, -1, 1, 97, -2.6, 0, 0, -15, 10
Cc1ccc(C(=O)CSc2nc3ccccc3c(=O)n2-c2ccccc2)s1
    -4, -4, -2, -2, 89, -0.1, 2, -2, 7, -3
O=C(N/N=C/c1ccc2c(c1)OCO2)c1ccccn1
    -9, -18, 0, -18, 95, -2.7, -4, -8, -4, -14
O=C1C=C(c2cc(F)ccc2F)C[C@@H](c2ccc(F)cc2)C1
    -5, -9, -1, -1, 100, 1.6, 31, 0, 15, -4
CC(C)C[C@@H]1Cc2[nH][nH]c(=O)c2[C@H](C)O1
    -5, ·, 7, ·, 97, ·, 1, 10, ·, ·
COc1ccc(S(=O)(=O)NNC(=O)C23CC4CC(CC(C4)C2)C3)cc1
    -5, 4, -4, 1, 98, -2.5, -4, -5, 12, 7
CC1(C)CC(=O)C=C(Nc2cccc(O)c2)C1
    ·, 7, 3, 0, 100, 0.6, -2, -3, 0, -7
CCc1ccccc1NC(=O)CCc1c(C)nn(-c2ccc(N3CCOCC3)nn2)c1C
    -14, 3, -1, 0, 98, -1.4, 8, -4, 9, 1
CCOC(=O)C1CCCN(C(=O)Cn2cnc3c2c(=O)n(C)c(=O)n3C)C1 (centres undefined)
    -9, 6, 4, 1, 102, 3.0, -3, -1, 9, 1
COc1cccc(Nc2ncnc3ccccc23)c1
    ·, -11, 1, -7, 96, -1.9, -1, 2, 1, 8
CCOC(=O)C1(Cc2cccc(OC)c2)CCCN(C(=O)CNC(C)=O)C1 (centres undefined)
    -5, -1, 0, 0, 96, -0.5, -2, -5, 1, 0
CCOc1ccc(C(=O)NCC(C)NC(=O)c2ccc(OCC)cc2)cc1 (centres undefined)
    -5, -1, 0, 0, 183, -1.2, 7, -3, 6, 2
COc1ccc(/C=N/NC(=O)CNC(=O)COc2ccccc2)cc1
    -5, -2, 1, 4, 94, -1.2, -4, 0, -5, -13
CN(CP(=O)(O)C(O)c1ccccc1)S(C)(=O)=O (centres undefined)
    -1, 8, 8, 1, 98, -2.3, -4, 1, 11, 5
CCOC(=O)c1cc(-c2sc(NC(=O)c3ccccc3)nc2C)n(Cc2ccccc2)n1
    -4, 1, -2, 1, 102, -1.2, 30, -4, -3, 3
O=C(c1ccco1)N1CCN(S(=O)(=O)Cc2ccc(Cl)cc2)CC1
    -5, 0, -2, 0, 96, -1.8, 5, -2, 8, 3
Cc1cc(C(=O)N2CCC2(C)C(=O)NCC(C)(C)C)nn1C (centres undefined)
    -6, 1, -1, 2, 102, 0.0, 0, -1, 2, 8
